AmpC inh detg: AmpC beta-lactamase inhibition with detergent present; P00811; AmpC hydrolysis of nitrocefin, absorbance 480 nm, 0.01% Triton; Potency, µM (titrated, usually from 114 µM), without a hit: at the highest dose activity change, negative = inhibition, most hits filed as inhibitors; hit rate 0.041% among 370,000;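 note: potency is the fitted concentration of half-maximal effect; 0% = no-compound wells and -100% = no-enzyme wells; nearly all actives have a fitted effect of over 25% in size; some results filed as inactive show a strong effect at the top dose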
Target sequence (P00811 whole entry, looked up): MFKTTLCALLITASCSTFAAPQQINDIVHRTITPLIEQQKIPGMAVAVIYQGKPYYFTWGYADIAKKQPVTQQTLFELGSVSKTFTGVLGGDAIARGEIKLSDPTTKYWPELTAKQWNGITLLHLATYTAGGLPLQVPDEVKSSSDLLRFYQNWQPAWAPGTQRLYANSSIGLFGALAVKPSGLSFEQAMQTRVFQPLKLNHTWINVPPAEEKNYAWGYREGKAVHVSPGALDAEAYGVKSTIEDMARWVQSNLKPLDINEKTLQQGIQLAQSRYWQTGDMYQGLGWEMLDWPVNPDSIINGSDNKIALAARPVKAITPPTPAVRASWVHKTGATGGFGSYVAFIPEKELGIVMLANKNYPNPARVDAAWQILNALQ
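AmpC (5.3 nM in the dispensed reagent) in 20 mM phosphate pH 7.0 with 0.01% (detergent screen) or 0.0001% Triton X-100 was preincubated with compounds for 15 min at room temperature. Nitrocefin was then added from an 800 uM solution, and hydrolysis was followed at 480 nm.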
AmpC no deterg: AmpC beta-lactamase inhibition without detergent. AmpC nitrocefin hydrolysis, absorbance 480 nm, 0.0001% Triton. AID 485341. Potency, µM (doses to about 57.1 µM), for the others: at the highest dose activity change, negative = inhibition, usual class: inhibitors. hit rate 0.52% among 330,000;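 note: potency is the fitted concentration of half-maximal effect; plate controls were no compound for no effect and no enzyme for full effect; nearly all actives have a fitted effect of over 20% in size; some results filed as inactive show a strong effect at the top dose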
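AmpC (5.3 nM in the dispensed reagent) in 20 mM phosphate pH 7.0 with 0.01% (detergent screen) or 0.0001% Triton X-100 was preincubated with compounds for 15 min at room temperature. Nitrocefin was then added from an 800 uM solution, and hydrolysis was followed at 480 nm.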
AMA1 RON2 block: disrupts binding of P. falciparum AMA1 to RON2; AlphaScreen AMA1-biotinylated RON2 peptide binding; Potency, µM (highest dose often 58.2 µM), for the others: at the top dose activity change, negative = inhibition, most hits filed as inhibitors; hit rate 0.2% among 360,000; AID 720542;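 note: potency is the fitted concentration of half-maximal effect; 0% = vehicle wells and -100% = peptide control; nearly all actives have a fitted effect of over 45% in size; some results filed as inactive show a strong effect at the top dose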
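AMA1 (3D7) with his tag at 25 nM final met compounds first, then biotinylated RON2 peptide at 25 nM; detection used donor plus acceptor beads, 10 µg/mL apiece, read by AlphaScreen after 30 min at room temperature.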
HCMV inh: human cytomegalovirus inhibition; HFF cells, HCMV-luciferase reporter, 72 h; hits give low values; activity change, negative = inhibition, % at 57.5 µM; hit rate 4.5% among 410,000; in the data active = activity change below about -60%; inconclusive = no clear call, values can overlap the other calls; inactive = above about -39%; note: % is set by controls: 0 for no effect and ±100 for the full control effect
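Compounds were evaluated in HFFs infected with an HCMV luciferase reporter virus (MOI 1 PFU/cell). Luciferase in lysates collected 72 h post infection served as the replication measure.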
Giardia FBPA inh: Giardia lamblia aldolase inhibition. purified Giardia FBPA. Potency, µM (doses to about 59.6 µM), for inactives: top-dose activity, negative = inhibition, most hits filed as inhibitors. hit rate 0.71% among 290,000; note: potency is the fitted concentration of half-maximal effect; % is set by controls: 0 for no effect and ±100 for the full control effect; nearly all actives have a fitted effect of over 55% in size
Target sequence (A8B2U2 whole entry, looked up): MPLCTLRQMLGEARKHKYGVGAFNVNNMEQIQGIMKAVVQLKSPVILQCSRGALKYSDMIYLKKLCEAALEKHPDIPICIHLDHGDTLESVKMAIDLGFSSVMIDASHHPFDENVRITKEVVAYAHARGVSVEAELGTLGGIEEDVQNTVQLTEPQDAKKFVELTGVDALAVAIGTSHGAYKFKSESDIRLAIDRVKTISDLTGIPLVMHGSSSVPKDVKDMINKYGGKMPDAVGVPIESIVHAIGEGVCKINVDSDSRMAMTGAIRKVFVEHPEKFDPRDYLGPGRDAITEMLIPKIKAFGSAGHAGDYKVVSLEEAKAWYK
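Giardia FBPA (40 nM reagent) was preincubated 10 min at RT with compound (up to 57.5 uM final), then substrate plus GAPDH/TPI/NAD/arsenate coupling system with diaphorase/resazurin was added; resorufin fluorescence (525/598 nm) was read after 20 min.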
Shiga inhibitor: blocks Shiga toxin action in Vero cells; Vero cells, Shiga toxin protein synthesis inhibition reporter; inhibition, % at 38.7 µM; hit rate 9.2% among 290,000; AID 2315; in the data active = inhibition mostly above about 28%, no sharp cut-off; inactive = mostly below about 43%; note: 0% is about no effect
Cycloheximide cs: counter-screen hit for Shiga toxin inhibitors, cycloheximide; max response, %; hit rate 12% among 300,000; cell reporter, cycloheximide protein synthesis inhibition counterscreen; in the data active = max response mostly above about 13%, no sharp cut-off; inactive = mostly below about 14%; note: read at 38.3 µM for the half of the compounds with a filed dose; 0% is about no effect
* hit, by the source's call; ? = inconclusive; · = no result given; & = joins results of further samples; ! = not confirmed by another sample; [ ] = another dose, or the depositor's remark. Unless noted, calls come from the whole dose curve; as a rule, active = well fitted curve in the direction sought with a large enough effect; inconclusive = small, poorly fitted or top-dose-only effect, or another doubt; inactive = no such curve, though single readings can be large; an effect the other way counts as inactive or inconclusive. Rows were taken by chance. About 16% of those tested had a hit in this group.

The line under a structure holds: Shiga inhibitor	Giardia FBPA inh	AmpC inh detg	AMA1 RON2 block	Cycloheximide cs	AmpC no deterg	HCMV inh
O=C(/C=C/c1ccc2c(c1)OCO2)NCCCN1CCOCC1
→ -4	1%	-4%	1%	-1	-7%	-8
CCOC(=O)C1(CCOc2ccccc2)CCN(Cc2ccc(F)c(OC)c2)CC1
→ 0	1%	-1%	-6%	1	76%[activator]	-21
COc1ccc(OC)c(Cc2nnc(CCC(=O)NCc3ccc(C)s3)o2)c1
→ -6	-10%	-6%	0%	7	-19%	-6
COc1ccccc1NS(=O)(=O)c1cc(C(=O)N2CC(C)CC(C)C2)ccc1C (stereo unspecified)
→ -18	0%	-5%	24%	-4	60%[activator]	10
C[C@H]1CCCC(=O)CCCCCc2cc(O)cc(O)c2C(=O)O1
→ -4	6%	-7%	5%	-4	-42%	?
O=Cc1cn(CCC(=O)O)nc1-c1cc2ccccc2o1
→ 7	9%	2%	8%	3	-15%	-9
CC1=C(C)CC(C(=O)NC(C)CCc2ccccc2)C(C(=O)O)C1 (stereo unspecified)
→ -3	-2%	-2%	-8%	12	-28%	16
Cc1cc(C(=O)COC(=O)C2CCN(C(=O)c3ccc(Cl)cc3)CC2)c(C)n1CC1CCCO1 (stereo unspecified)
→ 100*	3%	3%	-4%	66*	201%[activator]	-6
Cc1ccc(C(=O)CCC(=O)NCc2ccc(Cl)cc2)cc1
→ ·	·	?	8%	·	-26%	33
O=C(NCc1ccccc1)C(C(=O)c1ccc(F)cc1)n1ccccc1=O (stereo unspecified)
→ -2	·	-3%	-2%	11	1%	0
CCCCOc1ccc(C(=O)OCC(=O)c2c(N)n(C)c(=O)n(C)c2=O)cc1
→ ·	·	·	-10%	·	31%	-13
O=C(N/N=C/c1ccccc1OC(F)F)c1cc(-c2ccncc2)nc2ccccc12
→ -8	2%	-2%	63%[activator]	-3	41%	-13
COc1ccc(C(=O)Cc2cc(OC)c(OC)cc2[N+](=O)[O-])cc1
→ -8	0%	-2%	-6%	-3	-13%	10
Cc1ccc(NC(=S)NCc2ccc(S(N)(=O)=O)cc2)cc1Cl
→ 8	-9%	-3%	-1%	4	-28%	-81*
COCCn1c(SCC(=O)c2c(N)n(C3CC3)c(=O)[nH]c2=O)nnc1-c1ccc(Cl)cc1
→ ·	·	4%	-3%	·	-11%	0
COc1ccccc1NC(=O)C12CC3CC(C1)CC(c1ccc(C)cc1)(C3)C2
→ -1	-1%	2%	18%	-4	-27%	-16
CC(C)N1CCN(CCCc2ccccc2)CC1CCO (stereo unspecified)
→ -2	8%	?	13%	1	-27%	-30
CN(C1CCCCC1)S(=O)(=O)c1cn(C)c(=O)n(C)c1=O
→ ·	·	-8%	10%	·	-1%	5
O=C(NCc1ccc(F)cc1)c1ccc2c(=O)n3c(nc2c1)CCCCC3
→ 3	-5%	-8%	6%	7	-1%	-25
Cc1nc2c(=O)n(C)c(=O)nc-2n(C)n1
→ -3	·	-4%	-23%	-11	-20%	-103*
O=C1CSC(=S)N1c1ccc(Cl)c(Cl)c1
→ 25	-17%	-4%	55%[activator]	4	-41%	-40
CC12CCC(C(=O)NC(c3ccccc3)c3ccccc3)(OC1=O)C2(C)C (stereo unspecified)
→ -8	0%	?	4%	-2	60%[activator]	61
CCOc1ccccc1CNc1nc2nc3c(c(=O)n2[nH]1)CCC3
→ -18	-10%	?	12%	-2	-25%	-6
COc1ccc(C(=O)NCc2ccc(C)cc2)cc1S(=O)(=O)N1CCCc2ccccc21
→ 5	-5%	-15%	8%	3	-26%	-72*
COC(=O)C1=C(c2cc3ccccc3o2)C[C@@H]2CC[C@H]1N2C
→ ·	·	7%	0%	·	-1%	?
CC(Oc1ccccc1)C(=O)Nc1nnc(S(=O)(=O)N2CCCCCC2)s1 (stereo unspecified)
→ 0	-6%	-12%&-7%	-7%	-1	-38%	-69*!
O=C(c1ccc(C(=O)N2CCOCC2)s1)N1CCOCC1
→ -8	1%	-1%	4%	0	-9%	84
NC(=O)c1ccsc1NC(=O)COC(=O)c1ccc(Cl)nc1
→ ·	·	-7%	?	·	-36%	-29
CC(C)CCN1CCN(Cc2ccc(Oc3ncccn3)cc2)CC1CCO (stereo unspecified)
→ -6	0%	5%	-8%	10	-8%	-30
O=C(O)/C(=C\c1ccccc1OC(F)F)c1ccc(-c2ccccc2)cc1
→ 22	·	1%	5%	16	-44%	-6
OCC1(CCOc2ccccc2)CCN(Cc2cn[nH]c2-c2ccccc2)CC1
→ 2	1%	3%	-6%	-8	22%	4
O=C(c1ccc(COCC(F)(F)F)cc1)N1CCN(c2ccccn2)CC1
→ 46*	-8%	2%	-7%	35*	-11%	27
O=C(O)c1cn(-c2ccc(N3CCCC3)c(F)c2)c2c(F)c(F)c(F)cc2c1=O
→ -11	0%	3%	?	0	-29%	-9
COc1ccc(CNc2nc(NCc3ccc(OC)cc3)n(C(=O)c3ccncc3)n2)cc1
→ 2	7%	-2%	-17%	-3	27%	-27
Cc1ccc(CNC(=O)COC(=O)CSc2ccc(Br)cc2C)cc1
→ -2	2%	-12%	4%	-2	-11%	-39
CN1CCc2[nH]c3ccc(C(=O)NN)cc3c2C1
→ -7	-7%	-4%	14%	-1	-13%	-30
Cc1ccc(CN2CCC(C(=O)Nc3cccc(-c4cccc(F)c4)c3)CC2)o1
→ -7	·	0%	-1%	-2	19%	11
O=C(Cn1ncc2c([nH]c3ccccc32)c1=O)Nc1ccc(F)cc1F
→ 27	-2%	2%	8%	12	-6%	-9
COc1ccccc1NC(=O)Nc1ccnn1C1CCN(C(=O)c2cccnc2)CC1
→ 13	·	12%	-1%	0	-12%	9
Cc1ccc(NC(=O)C2SC(=Nc3ccccc3)C(C(=O)Nc3ccc(Cl)cc3)=C2N)cc1 (stereo unspecified)
→ 25	-1%	1%	30%	12	-25%[2.29 µM]	·
N#Cc1nc(-c2ccco2)oc1NCc1cccnc1
→ 9	1%	0%	10%	-4	-18%	70
CC1CCc2c(sc(NC(=O)Cc3ccccc3)c2C(=O)Nc2ccc(Cl)cc2)C1 (stereo unspecified)
→ -10	·	11%	·	-9	·	16
Cc1cc(C(=O)Nn2c(C)nc3ccccc3c2=O)ccc1[N+](=O)[O-]
→ -26	3%	-3%	-9%	-2	-9%	-23
COc1ccc(CCNS(=O)(=O)c2ccc([N+](=O)[O-])cc2)cc1OC
→ -5	1%	?	-9%	-1	-6%	-10
CCn1c(=O)cc(SCC(=O)N2CCCCC2)c2ccccc21
→ -16	0%	?	4%	-5	3%	65
CCOC(=O)c1csc(NC(=O)c2cc3ccccc3o2)n1
→ 75*	-7%	?	5%	55*	-15%	14
Cn1ccnc1SCC(=O)NC12CC3CC(CC(C3)C1)C2
→ 23	-5%	1%	-2%	13	5%	-6
Cc1nnc(SCC2=C(C(=O)O)N3C(=O)C(NC(=O)c4cc(F)c(F)cc4Cl)C3SC2)s1 (stereo unspecified)
→ 23	20µM*	?	13%	14	-37%	-18
COc1ccc(-c2coc3cc(O)ccc3c2=O)cc1O
→ 38*	0%	5%	-1%	41*	-41%	74
Cc1cc(=O)oc(C)c1C(=O)NCc1ccccn1
→ -20	·	-4%	-18%	-1	-11%	16
O=[N+]([O-])c1ccc(Cl)cc1Sc1nc2ccccc2o1
→ 17	0%	-13%	?	0	-19%	-8
Cc1cc(C)n(-c2ccc(C(=O)OCC(=O)Nc3ccc(S(=O)(=O)N4CCCCC4)cc3)cc2)n1
→ -28	4%	-4%	-4%	-4	-16%	·
CN(Cc1cccnc1)Cc1c(C(=O)N2CCc3ccccc3C2)nc2ccc(Cl)cn12
→ -4	-11%	4%	-2%	-1	67%[activator]	-20
CCOC(=O)COc1ccccc1/C=N/O
→ -18	2%	-10%	-1%	-4	-20%	13
CC(C)(C)c1nn2cnnc2n(/N=C/c2ccccc2)c1=O
→ 10	-4%	8%	21%	1	-10%	?
O=C(NCCc1ccc(Cl)cc1)c1cc(-c2ccncc2)nc2ccccc12
→ -3	0%	-6%	-2%	-2	138%[activator]	-35
COc1cccc(CNC(=O)CCC2CCCN(C(=O)c3ccc(OC)c(F)c3)C2)c1 (stereo unspecified)
→ 17	7%	-5%	-12%	9	44%	11
Cc1nc(S(=O)(=O)NC2CCCCC2)c(C#N)c(C)c1Cl
→ -9	6%	0%	0%	-1	-21%	?
O=C1CC(=C2c3ccccc3-c3ccccc32)C(=O)N1CCCCN1CCN(c2ccccc2)CC1
→ -10	-12%	1%	?	-1	52%	·
Cc1ccc(CNC(=O)CN2C(=O)CSc3ccc(S(=O)(=O)N4CCC(C)CC4)cc32)cc1
→ 16	2%	0%	-1%	16	-17%	-39

Other structures follow:
The line under a structure holds: Shiga inhibitor	Giardia FBPA inh	AmpC inh detg	AMA1 RON2 block	Cycloheximide cs	AmpC no deterg	HCMV inh
O=C(COc1ccc(-c2nnco2)cc1)NCc1ccccc1Cl
→ 1	3%	-6%	24%	0	-15%	-24
CC(C)(C)c1c(Cl)c(O)c(-c2ccccc2)c(=O)n1-c1ccccc1
→ -4	29%	-6%	?	-1	-23%	21
Cc1cccc(-c2cc(C(=O)Nc3cccnc3)c3ccccc3n2)c1
→ -31	·	-4%	-13%	10	5%	?
N=c1sccn1CC(=O)NCc1ccc(Cl)cc1Cl
→ -4	2%	0%	-6%	9	-9%	-35
O=C(Oc1cc(=O)oc2c1c(=O)n1c3c(cccc23)CC1)c1ccccc1
→ 2	-25%	1%	-9%	5	-10%	-6
O=C(c1ccccc1)N1CCC(O)(c2cccnc2)CC1
→ 13	-8%	-1%	5%	8	·	-15
Cc1cccc(NC(=O)c2ccc3c(c2)OCCO3)c1
→ 41*	4%	-10%	0%	31	7%	18
O=C(O)c1cccc(-n2cc(-c3cccc(C(F)(F)F)c3)cn2)c1
→ 118*	8%	-1%	-1%	54*	-19%	101
CCOC(=O)c1sc2nc(C)nc(Nc3ccc(OC)cc3)c2c1C
→ 30	4%	5%	16%	5	-21%	-67*
CC(C)C(NC(=O)c1ccccc1)C(=O)N1CCCCCC1 (stereo unspecified)
→ -2	6%	-5%	8%	-2	-9%	12
NC(=O)CSc1nnc(NC(=O)c2ccc(Br)o2)s1
→ 15	·	-4%	-7%	28	?	7
CCCCn1c(=N)c(S(=O)(=O)c2ccc(Br)cc2)cc2c(=O)n3cccc(C)c3nc21
→ -9	-1%	-16%	-2%	-3	-12%	3
Cc1ccc2sc(N(CCCN(C)C)C(=O)CCS(=O)(=O)c3ccccc3)nc2c1C
→ -1	-7%	-4%	-4%	10	158%[activator]	0

Entries of single compounds as entered above:
CCOC(=O)c1csc(NC(=O)c2cc3ccccc3o2)n1 in the list: Shiga inhibitor: 75*; Giardia FBPA inh: -7%; AmpC inh detg: ?; AMA1 RON2 block: 5%; Cycloheximide cs: 55*; AmpC no deterg: -15%; HCMV inh: 14
Cn1ccnc1SCC(=O)NC12CC3CC(CC(C3)C1)C2 in the list: Shiga inhibitor: 23; Giardia FBPA inh: -5%; AmpC inh detg: 1%; AMA1 RON2 block: -2%; Cycloheximide cs: 13; AmpC no deterg: 5%; HCMV inh: -6
